D1 PAM: enhances dopamine response at the human D1 receptor. HEK293 TREx D1 cells, calcium flux, dopamine EC20 potentiation. 0.036% of 360,000 active. AID 504651. P21728. potentiation, % at 10 µM; in the data active = potentiation above about 30%; also: 0% is about no effect
Target sequence (P21728 whole entry, looked up): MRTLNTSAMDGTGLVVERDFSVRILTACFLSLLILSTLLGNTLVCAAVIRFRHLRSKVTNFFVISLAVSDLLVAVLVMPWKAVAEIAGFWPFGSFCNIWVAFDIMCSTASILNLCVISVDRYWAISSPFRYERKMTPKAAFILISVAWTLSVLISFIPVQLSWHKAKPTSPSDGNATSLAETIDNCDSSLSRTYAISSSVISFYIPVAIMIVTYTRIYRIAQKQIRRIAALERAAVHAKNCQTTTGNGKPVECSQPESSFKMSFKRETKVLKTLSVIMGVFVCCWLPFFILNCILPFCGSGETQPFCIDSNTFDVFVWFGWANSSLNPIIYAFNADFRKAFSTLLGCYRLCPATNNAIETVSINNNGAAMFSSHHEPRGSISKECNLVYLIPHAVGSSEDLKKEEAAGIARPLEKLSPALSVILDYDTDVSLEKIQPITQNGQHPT
D2 agonist: activates the human D2 dopamine receptor; P14416; HEK293 T-REx D2 cells, calcium flux agonist mode; activation, % at 2 µM; 0.53% of 340,000 active; AID 485358;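 active = activation over 3 SD above normal in the single-dose calcium agonist read, cut at about 30% in these data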; also: 0% is about no effect
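Agonism scored from kinetic calcium signal (1 read/sec, 180 s) following compound pin transfer, after a 10 s baseline. Cells: HEK293 Trex line expressing inducible D2 receptor coupled to calcium, dye-loaded after overnight culture at 30 C.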
D2 PAM: D2 dopamine receptor (human) potentiation; HEK293 T-REx D2, calcium flux, EC20 dopamine potentiation; AID 485347; potentiation, % at 10 µM; 0.34% of 340,000 active; P14416;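 active = potentiation over 3 SD above the plate norm, cut at about 30% in these data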; also: 0% is about no effect
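Potentiation of an EC20 dopamine calcium response is measured in a force-coupled, tetracycline-inducible Hek293 Trex D2 line. Compound-only kinetic reads over 180 s flag agonists before dopamine addition.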
D1 antag: blocks dopamine activation of the human D1 receptor; HEK293 TREx D1 cells, calcium flux, dopamine EC80; stronger effect = lower value; activity change, negative = inhibition, % at 10 µM; P21728; 3.2% of 360,000 active; in the data active = activity change below about -30%; also: % is scaled to controls: 0 for no effect and ±100 for the full control effect
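HEK293 T-REx cells expressing inducible, force-coupled D1 receptor; no-wash Ca dye, 30–90 min RT. Cmpd → 180 s read at 1 Hz → EC80 DA → 180 s read.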
RXFP1 antag: antagonists of human relaxin receptor RXFP1; Q9HBX9; HEK293-RXFP1, relaxin-stimulated cAMP HTRF, 30 min; stronger effect = lower value; activity change, negative = inhibition, % at 57.5 µM; 0.59% of 350,000 active; AID 1259400;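 active = activity change of -60% or lower, but not beyond a set lower limit; inconclusive = change between -60% and -40%, or beyond the set limit; inactive = change above -40%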; also: % is scaled to controls: 0 for no effect and ±100 for the full control effect
D2 antag: D2 dopamine receptor (human) antagonism; AID 485344; inhibition, % at 10 µM; P14416; 2% of 340,000 active; HEK293 TREx D2 cells, calcium flux, dopamine EC80; in the data active = inhibition above about 30%; also: 0% is about no effect
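HEK293 T-REx D2 cells, tet-induced, calcium dye no-wash. Cpd pintool add, 180 s kinetic, then EC80 DA, 180 s kinetic. Ca flux read.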
TRHR agonist: agonists of human TRH receptor; activation, % at 2 µM; 0.18% of 360,000 active; AID 493084; TRHR cells, calcium flux fluo-8, FDSS agonist mode; P34981; also: 0% is about no effect
Target sequence (P34981 whole entry, looked up): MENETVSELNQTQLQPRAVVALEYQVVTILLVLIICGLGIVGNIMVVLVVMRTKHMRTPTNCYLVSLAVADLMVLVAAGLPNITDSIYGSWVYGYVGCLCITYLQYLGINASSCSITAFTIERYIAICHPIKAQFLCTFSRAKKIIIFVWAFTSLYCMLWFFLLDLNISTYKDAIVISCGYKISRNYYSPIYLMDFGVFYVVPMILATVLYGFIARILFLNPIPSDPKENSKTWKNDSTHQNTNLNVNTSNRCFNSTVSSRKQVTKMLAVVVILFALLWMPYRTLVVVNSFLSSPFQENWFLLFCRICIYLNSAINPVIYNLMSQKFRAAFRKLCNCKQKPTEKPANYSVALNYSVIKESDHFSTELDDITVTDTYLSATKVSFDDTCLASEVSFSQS
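In this calcium-flux screen, cells bearing human TRHR are dye-loaded with fluo-8, baselined for 10 cycles, then exposed to library compounds; positive kinetic calcium responses during the agonist phase mark hits, with TRH as control.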
TRHR PAM: TRH receptor (human) allosteric enhancement | P34981 | TRHR cells, fluo-8 calcium fluorescence, EC20 TRH enhancement | enhancement, % at 2 µM | 0.66% of 360,000 active | AID 493056; in the data active = enhancement above about 30%; also: 0% is about no effect
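Enhancer read-out: after compound pinning and an initial kinetic agonist-mode read, an EC20 of TRH (10 nM final) was injected and fluo-8 calcium signal (Ex 480/Em 530) followed at 1 s/cycle for 100 cycles in TRHR-expressing cells.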
D1 agonist: human D1 receptor agonism; AID 504660; activation, % at 2 µM; 1% of 360,000 active; P21728; HEK293 T-REx D1 cells, calcium flux, agonist mode; also: 0% is about no effect
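Inducible HEK293 T-REx D1 cells, force-coupled to calcium signalling, were plated at 4000 cells/well with tetracycline and held overnight at 30 C. After no-wash calcium dye loading, compound-evoked calcium rise over 180 s flagged agonists.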
An asterisk follows results filed as active; ? = inconclusive; / = not tested or not shown; & = joins results of further samples. Rule as the data show it, unless noted: active = activation above about 30%; inactive = the rest.

#	Structure	D1 antag	TRHR agonist	D1 PAM	RXFP1 antag	D1 agonist
1	COc1ccccc1NC(=O)c1sc2nc(N3CCOCC3)c3c(c2c1N)CC(C)(C)OC3	1	-0.1	-2	/	0
2	CN1CCN(CCCNC(=S)Nc2ccc(F)c(Cl)c2)CC1	6	1.8	-3	-3	3
3	Cc1ccc(-n2nnc(-c3cc4ccccc4n3C)n2)cc1	18	-0.5	1	/	8
4	COc1ccc2sc3ccccc3c(=O)c2c1OC	-6	-0.2	-5	1	2
5	CC(C)(C)NC(=O)CN(C(=O)CS(=O)CC(=O)Nc1ccc(F)cc1)c1ccc2c(c1)OCCO2 (stereo not drawn)	3	-0.6	2	1	4
6	CN(CC(=O)Nc1ccc(F)c(Cl)c1)S(=O)(=O)c1cccc2nsnc12	-34*	-0.1	1	2	5
7	O=C1C2(c3ccccc3)CN(CCCO)CC1(c1ccccc1)CN(CCCO)C2	-14	0.5	2	-30	7
8	Cc1nc2ccccc2cc1C(=O)O	-12	-1.1	-4	0	1

#	D2 antag	D2 agonist	D2 PAM	TRHR PAM
1	/	0.0	-2	7
2	-13	-0.2	-11	-1
3	11	0.3	9	-3
4	13	1.2	12	-5
5	0	-0.2	4	-4
6	5	0.2	-1	1
7	-6	0.6	19	2
8	12	-1.4	-17	2

(listing goes on)
#	Structure	D1 antag	TRHR agonist	D1 PAM	RXFP1 antag	D1 agonist
9	COCCn1c(=O)[nH]c2cc(C(=O)NC3CCCCCC3)ccc2c1=O	-8	0.0	0	/	5
10	O=C(NC(=S)Nc1ccc2oc(=O)ccc2c1)c1cccc(Cl)c1	-18	-0.1	3	-9	4
11	Nc1nc(-c2ccccc2)nn1S(=O)(=O)c1ccccc1	-2	-0.1	-4	-1	0
12	O=C(Nc1ccc(Cl)cn1)Nc1ccccc1F	7	0.9	-2	-8	0
13	CCN(c1ccccc1)S(=O)(=O)c1ccc(OC)c(NC(=O)c2cccs2)c1	7	0.2	-10	-1	2
14	COc1cccc(NC(=O)c2cn(C)c(=O)c3cc(OC)c(OC)cc23)c1	10	-0.4	0	-2	7
15	CC1=NN(c2nc(-c3ccc(C)cc3)cs2)C(=O)C1N=Nc1cccc(O)c1 (stereo not drawn)	-2	-0.3	2	?	2
16	Cc1ccc([N+](=O)[O-])cc1NC(=O)C(C)NS(=O)(=O)c1ccc(F)cc1 (stereo not drawn)	2	0.2	-4	-11	3

#	D2 antag	D2 agonist	D2 PAM	TRHR PAM
9	3	0.5	-11	3
10	30*	0.4	-2	0
11	11	-0.8	1	-2
12	-42	0.2	3	8
13	-1	0.0	2	-5
14	-18	-0.9	5	14
15	/	/	/	-2
16	-1	0.0	-6	-4

(list continues)
#	Structure	D1 antag	TRHR agonist	D1 PAM	RXFP1 antag	D1 agonist
17	Cc1ccc(C(=O)OC(C)C(=O)N(C)C2CCCCC2)cc1S(=O)(=O)N1CCCCC1 (stereo not drawn)	4	0.3	3	2	0
18	CCOc1cc2[nH]c(=O)n(CCCC(=O)NCc3ccc(OC)cc3)c(=O)c2cc1OCC	4&-1	-0.2&-0.2	1&0	-1&-5	0&5
19	COc1cc(CNc2nc3c(C)cc(C)cc3s2)ccc1O	4	-0.3	-2	-15	0
20	COc1ccccc1N(CC(=O)NC1CCCCC1)S(=O)(=O)c1ccccc1	0	-0.1	-3	13	2
21	CCN(Cc1ccccc1)C(=O)COC(=O)c1cc(=O)[nH]c2ccccc12	-12	-0.3	-2	-8	3
22	Cc1cc([N+](=O)[O-])nn1Cc1ccc(C(=O)N/N=C/c2ccc(F)cc2)cc1	-4	-0.5	-4	-16	0
23	CCOc1ccc2ncc3c(-c4cccc(OC)c4)nn(-c4ccccc4)c3c2c1	12	-1.0	0	/	6
24	COC(=O)c1cccc(S(=O)(=O)N2CCC(c3nc4ccccc4o3)CC2)c1	-4	0.6	-4	-7	0

#	D2 antag	D2 agonist	D2 PAM	TRHR PAM
17	5	-0.2	-4	-2
18	7	0.1&0.8	-2&15	-1&6
19	-8	0.4	10	3
20	-51	-0.4	-1	-3
21	-5	-0.6	-1	3
22	-17	0.7	-8	-4
23	/	-0.1	1	20
24	-11	0.3	5	0

Other entries follow:
#	Structure	D1 antag	TRHR agonist	D1 PAM	RXFP1 antag	D1 agonist
25	OCC(O)/C=N/Nc1nc2ccccc2s1 (stereo not drawn)	-1	2.9	-8	-18	1
26	Cc1cc(-c2csc(NCc3ccccc3)n2)c(C)n1C	-12	1.8	0	-9	-1
27	CC1CCN(C(=O)CN2C(=O)NC(c3ccccc3)(c3ccccc3)C2=O)CC1	-14	-0.2	0	-11	-1
28	COCCCNS(=O)(=O)c1ccc(SC)cc1	-4	-0.2	-3	-8	3
29	O=C(/C=C/c1ccc(Cl)cc1Cl)NC(=S)Nc1ccc(CN2CCOCC2)cc1	-5	-0.9	-2	-7	2
30	CCCCn1c(SCC(=O)NCc2ccco2)nc2ccc(N3CCOCC3)cc2c1=O	-7	0.0	4	-26	0
31	Cc1ccc(Cn2cc(S(=O)(=O)c3ccc(Cl)cc3)c(=O)c3cc4c(cc32)OCO4)cc1	0	1.1	4	-12	4
32	Cc1ccc(NC(=O)c2c(F)cccc2Cl)cc1NS(C)(=O)=O	-3	-0.4	-1	5	3

#	D2 antag	D2 agonist	D2 PAM	TRHR PAM
25	4	-0.2	0	4
26	/	/	/	6
27	9	0.7	0	-4
28	4	0.9	8	-1
29	14	-2.3	7	3
30	-7	-0.2	2	-4
31	/	1.3	7	0
32	2	0.5	-5	38*

(listing goes on)
#	Structure	D1 antag	TRHR agonist	D1 PAM	RXFP1 antag	D1 agonist
33	Cc1cccc(NC(=O)c2cccc(C(=O)Nc3cccc(C)n3)c2)n1	-15	-0.3	-5	-1	2
34	Cc1ccc(CCN2CC(C(=O)NCCCN3CCC(C)CC3)CC2=O)cc1 (stereo not drawn)	-4	0.6	-6	-1	1
35	CCCN1C(=O)C(Cc2nc3ccccc3c(=O)n2C)c2ccccc21 (stereo not drawn)	-15	-0.7	0	-3	10
36	CCOc1cc(N2CCOCC2)c(OCC)cc1NC(=O)c1ccc(S(=O)(=O)N(C)C)cc1	0	0.5	-2	2	1
37	CCC(C(=O)NCCCN1CC(C)CC(C)C1)n1ncn2c(cc3occc32)c1=O (stereo not drawn)	-5	-0.2	-4	5	0
38	COc1cccc(NC(=O)CSc2cc(C)[nH]c(=O)n2)c1	/	0.2	4	/	-1
39	Cc1nc(-c2ccc(C)c(N3CCN(C(=O)Nc4ccccc4C(F)(F)F)CC3)c2)no1	13	2.8	0	/	0
40	Cc1ccc(C=Nc2ccccc2C(=O)Nc2ccccc2)cc1	-9	-0.5	-4	10	0

#	D2 antag	D2 agonist	D2 PAM	TRHR PAM
33	0	0.6	10	4
34	-6	-0.2	10	19
35	23	0.1	13	0
36	-13	0.1	-5	-5
37	23	1.0	-3	-3
38	/	0.7	15	3
39	/	0.6	-3	-8
40	-12	-1.6	-4	6

Profiles, looked up by structure. Screens in order: D1 antag, TRHR agonist, D1 PAM, RXFP1 antag, D1 agonist, D2 antag, D2 agonist, D2 PAM, TRHR PAM
CCC(C(=O)NCCCN1CC(C)CC(C)C1)n1ncn2c(cc3occc32)c1=O (stereo not drawn) is entered as -5, -0.2, -4, 5, 0, 23, 1.0, -3, -3
COc1cccc(NC(=O)CSc2cc(C)[nH]c(=O)n2)c1 is entered as /, 0.2, 4, /, -1, /, 0.7, 15, 3

Structures above that bear a hit mark in D1 antag.
# | smiles | D1 antag | TRHR agonist | D1 PAM | RXFP1 antag | D1 agonist | D2 antag | D2 PAM | TRHR PAM
6 | CN(CC(=O)Nc1ccc(F)c(Cl)c1)S(=O)(=O)c1cccc2nsnc12 | -34* | -0.1 | 1 | 2 | 5 | 5 | -1 | 1

Continued:
#	Structure	D1 antag	TRHR agonist	D1 PAM	RXFP1 antag	D1 agonist
41	Nc1cc(-c2ccc(Br)cc2)nn1S(=O)(=O)c1ccccc1	-8	-0.1	2	/	2
42	Cc1cccc(C(=O)N2CCCC(Nc3ccc(F)c(F)c3)C2)n1 (stereo not drawn)	-2	0.0	-4	-10	5
43	S=C1NCN(Cc2ccco2)CN1c1cccc2ccccc12	-5	-1.4	2	2	2
44	Cc1ccc(CNC(=O)Cn2ccn(-c3cccc(Cl)c3)c(=O)c2=O)cc1	-6	-0.6	-1	10	1
45	C=CCNC(=O)c1onc(CSc2cccc(OCC)c2)c1C(=O)O	-14	-0.4	0	/	1
46	COCCN(C(=O)COC(=O)c1ccco1)c1c(N)n(Cc2ccccc2)c(=O)[nH]c1=O	2	-0.5	-6	-5	5
47	CCc1c(C)sc(NC(NC(C)=O)(C(=O)OC)C(F)(F)F)c1C#N (stereo not drawn)	9	-0.3	-3	8	3
48	COc1ccc(NC(=O)CN2CCN(S(=O)(=O)c3ccc(Cl)cc3)CC2)cc1Cl	-23	0.8	1	0	2

#	D2 antag	D2 agonist	D2 PAM	TRHR PAM
41	0	-1.5	-9	2
42	/	/	-1	-3
43	13	-1.3	-4	-6
44	/	2.5	-5	-2
45	-4	-0.5	1	1
46	1	-0.1	-3	6
47	-9	-1.4	-2	-4
48	-10	0.9	-2	5

Remaining list, next part.
#	Structure	D1 antag	TRHR agonist	D1 PAM	RXFP1 antag	D1 agonist
49	Cc1onc(-c2c(F)cccc2Cl)c1C(=O)Nc1ccccc1N1CCOCC1	-21	-0.6	-1	-4	11
50	CCOC(=O)N1CCN(C(=O)c2cnn3c(C(F)(F)F)cc(-c4cccs4)nc23)CC1	-1	-0.6	-10	-1	2
51	Cc1ccc(CCC(=O)Nc2ccc(Cl)cc2)o1	-13	-2.4	0	-3	1
52	O=C(O)C(Cc1ccccc1)N1C(=O)CCC1=O (stereo not drawn)	10	0.0	-6	-10	2
53	CCCCCNC(=O)C(C)NS(=O)(=O)c1ccc(OC)cc1 (stereo not drawn)	-27	-0.2	-9	-9	1
54	O=S(=O)(c1ccc(Br)cc1)n1ccc2ccccc21	1	0.3	-4	-12	2
55	CN(C)c1ccc(NC(=S)NC(=O)/C=C/c2ccco2)cc1	13	0.2	3	-15	-1

#	D2 antag	D2 agonist	D2 PAM	TRHR PAM
49	-1	-0.8	1	-7
50	/	/	/	5
51	-3	-3.3	-8	18
52	17	0.3	3	-2
53	15	0.0	-4	-4
54	-6	-0.8	8	29
55	-22	1.3	25	-6

Assay outcomes (PubChem)
